Screening results from PubChem.
TEAD-YAP inh: TEAD-YAP interaction inhibition, primary screen, TEAD-YAP interaction inhibitor project, luminescence, HEK-TIYL cells | TEAD-Gal4/YAP UAS-luciferase luminescence | inhibition, % at 9.12 µM | 640,000 tested, 1.4% active; in the data active means inhibition above about 32%;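 further: 0% = median of test compound wells and 100% = reference inhibitor wells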
FBW7 act: FBW7 E3 ligase activators, primary screen, biochemical, AlphaScreen, human; F-box/WD repeat-containing protein 7 (Homo sapiens), Q969H0; AID 1259310, 2017; 650,000 tested, 0.13% active; AlphaScreen FBW7–phospho-cyclin E peptide binding, activator screen; normalized activity (activation), % at 26.1 µM; in the data active means normalized activity above about 1.9%;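 further: purified mutant Fbw7 with reduced substrate affinity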
GPR151 ag: activators of human GPR151, primary screen, cell-based, PathHunter beta-arrestin, luminescence. G-protein coupled receptor 151 (Homo sapiens), Q8TDV0. PathHunter beta-arrestin GPR151 cells. activation, % at 11.2 µM. 650,000 tested, 1% active; in the data active means activation above about 4.9%;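 further: 0% = median of compound wells and 100% = cells with positive control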
Target sequence (Q8TDV0 whole entry, looked up): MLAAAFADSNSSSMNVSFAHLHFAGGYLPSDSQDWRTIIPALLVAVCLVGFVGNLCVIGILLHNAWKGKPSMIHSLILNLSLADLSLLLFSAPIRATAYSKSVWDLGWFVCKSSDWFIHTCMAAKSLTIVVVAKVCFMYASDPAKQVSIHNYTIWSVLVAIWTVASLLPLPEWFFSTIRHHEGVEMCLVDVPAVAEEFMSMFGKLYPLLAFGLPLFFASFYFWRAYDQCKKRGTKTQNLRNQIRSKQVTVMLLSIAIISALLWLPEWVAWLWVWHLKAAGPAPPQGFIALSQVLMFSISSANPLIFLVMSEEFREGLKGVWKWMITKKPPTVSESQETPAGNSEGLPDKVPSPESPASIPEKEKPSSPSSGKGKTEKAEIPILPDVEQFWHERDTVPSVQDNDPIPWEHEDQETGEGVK
MITF inh: MITF inhibitors, primary screen, biochemical, AlphaScreen, human; inhibition, % at 2.6 µM; Microphthalmia-associated transcription factor (Homo sapiens), O75030; AID 1259374, 2018; 650,000 tested, 0.91% active; AlphaScreen MITF homodimerization, bead proximity signal; in the data active means inhibition above about 50%;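 further: 0% = vehicle wells with protein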
Target sequence (O75030 whole entry, looked up): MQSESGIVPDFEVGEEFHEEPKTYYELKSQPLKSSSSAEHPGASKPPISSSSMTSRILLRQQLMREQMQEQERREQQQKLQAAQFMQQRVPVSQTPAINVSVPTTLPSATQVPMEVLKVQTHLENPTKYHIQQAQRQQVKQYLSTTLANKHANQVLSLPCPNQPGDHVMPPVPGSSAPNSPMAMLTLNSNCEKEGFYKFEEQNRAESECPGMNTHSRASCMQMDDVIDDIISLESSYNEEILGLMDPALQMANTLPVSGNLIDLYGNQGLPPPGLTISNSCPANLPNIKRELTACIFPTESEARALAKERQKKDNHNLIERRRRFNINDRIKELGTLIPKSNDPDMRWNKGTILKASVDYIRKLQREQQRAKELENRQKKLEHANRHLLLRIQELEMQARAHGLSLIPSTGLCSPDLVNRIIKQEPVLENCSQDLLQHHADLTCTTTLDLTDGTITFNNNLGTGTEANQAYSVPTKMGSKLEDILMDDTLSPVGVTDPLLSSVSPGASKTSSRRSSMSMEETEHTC
An asterisk follows results filed as active.

Start of the data: the first 8 records, ahead of the listing:
What do the screens show for `O=C(NCc1ccccc1F)C(=O)NCC(c1ccco1)S(=O)(=O)c1ccccc1` (stereo not given)?
TEAD-YAP inh: 5; FBW7 act: 0.5; GPR151 ag: 0.1; MITF inh: 9

What do the screens show for `Cc1cnc(C(=O)Nc2ccccc2-n2cccc2)cn1`?
TEAD-YAP inh: 12; FBW7 act: -0.1; GPR151 ag: 3.3; MITF inh: 11

What do the screens show for `O=C1CC(c2ccc(Cl)cc2)CC2=C1C(c1ccc(Cl)c(Cl)c1)Nc1ccccc1N2` (stereo not given)?
TEAD-YAP inh: -5; FBW7 act: 0.0; GPR151 ag: 1.5; MITF inh: 1

How did O=C1CCC(=O)N1c1ccc(NC2CCCCC2)c([N+](=O)[O-])c1 do in these assays?
TEAD-YAP inh: 4; FBW7 act: 0.0; GPR151 ag: 0.2; MITF inh: 13

What do the screens show for `CC(C)(C)c1[nH]nc2c1C(c1ccc([N+](=O)[O-])cc1)C(C#N)=C(N)O2` (stereo not given)?
TEAD-YAP inh: 3; FBW7 act: 0.0; GPR151 ag: -0.3; MITF inh: 12

How did COc1cccc2c1OC1(CCN(C(=O)NCc3cccc(F)c3)CC1)OC2 do in these assays?
TEAD-YAP inh: -3; FBW7 act: -0.3; GPR151 ag: 0.7; MITF inh: -10

Results for CCn1c(=O)cc(SCC(=O)Nc2ccccc2C#N)c2ccccc21 ?
TEAD-YAP inh: -4; FBW7 act: -0.2; GPR151 ag: 0.4; MITF inh: 2

How did C=CCN1C(=O)/C(=C/c2cc(OCC)c(OCC)cc2Br)C(=O)NC1=S do in these assays?
TEAD-YAP inh: 20; FBW7 act: -0.2; GPR151 ag: -1.1; MITF inh: 0

This part in full, previewed entries included:
What do the screens show for `O=C(NCc1ccccc1F)C(=O)NCC(c1ccco1)S(=O)(=O)c1ccccc1` (stereo not given)?
TEAD-YAP inh: 5; FBW7 act: 0.5; GPR151 ag: 0.1; MITF inh: 9

What do the screens show for `Cc1cnc(C(=O)Nc2ccccc2-n2cccc2)cn1`?
TEAD-YAP inh: 12; FBW7 act: -0.1; GPR151 ag: 3.3; MITF inh: 11

What do the screens show for `O=C1CC(c2ccc(Cl)cc2)CC2=C1C(c1ccc(Cl)c(Cl)c1)Nc1ccccc1N2` (stereo not given)?
TEAD-YAP inh: -5; FBW7 act: 0.0; GPR151 ag: 1.5; MITF inh: 1

How did O=C1CCC(=O)N1c1ccc(NC2CCCCC2)c([N+](=O)[O-])c1 do in these assays?
TEAD-YAP inh: 4; FBW7 act: 0.0; GPR151 ag: 0.2; MITF inh: 13

What do the screens show for `CC(C)(C)c1[nH]nc2c1C(c1ccc([N+](=O)[O-])cc1)C(C#N)=C(N)O2` (stereo not given)?
TEAD-YAP inh: 3; FBW7 act: 0.0; GPR151 ag: -0.3; MITF inh: 12

How did COc1cccc2c1OC1(CCN(C(=O)NCc3cccc(F)c3)CC1)OC2 do in these assays?
TEAD-YAP inh: -3; FBW7 act: -0.3; GPR151 ag: 0.7; MITF inh: -10

Results for CCn1c(=O)cc(SCC(=O)Nc2ccccc2C#N)c2ccccc21 ?
TEAD-YAP inh: -4; FBW7 act: -0.2; GPR151 ag: 0.4; MITF inh: 2

How did C=CCN1C(=O)/C(=C/c2cc(OCC)c(OCC)cc2Br)C(=O)NC1=S do in these assays?
TEAD-YAP inh: 20; FBW7 act: -0.2; GPR151 ag: -1.1; MITF inh: 0

How did CC(C)C(=O)Nc1ccc(S(=O)(=O)N2CCOCC2)cc1 do in these assays?
TEAD-YAP inh: 6; FBW7 act: 0.0; GPR151 ag: 0.1; MITF inh: 19

Results for CCOC(=O)Cn1c(=O)oc2cc(S(=O)(=O)N3CCN(C(=O)OCC)CC3)ccc21 ?
TEAD-YAP inh: 1; FBW7 act: 0.0; GPR151 ag: -0.1; MITF inh: 4

How did O=C(CCCOc1ccc(Cl)cc1Cl)Nc1nc(-c2ccccc2)cs1 do in these assays?
TEAD-YAP inh: -2; FBW7 act: -0.2; GPR151 ag: -0.5; MITF inh: -6

Results for CCCCN(C(=S)Nc1cccc(C)c1)C1CCN(C(C)=O)CC1 ?
TEAD-YAP inh: 4; FBW7 act: 0.0; GPR151 ag: 1.5; MITF inh: 2

What do the screens show for `c1coc(CNc2ncc(-c3cccs3)cn2)c1`?
TEAD-YAP inh: -55; FBW7 act: 0.0; GPR151 ag: 0.3; MITF inh: 1

How did Cc1ccc2oc(=O)c3cnn(CC(=O)N4CCN(Cc5ccccc5)CC4)c3c2c1 do in these assays?
TEAD-YAP inh: 31; FBW7 act: 0.2; GPR151 ag: -0.3; MITF inh: 15

Results for COc1ccccc1OCCNc1nc2c(c(=O)n(C)c(=O)n2C)n1C ?
TEAD-YAP inh: 3; FBW7 act: 0.0; GPR151 ag: -0.4; MITF inh: 11

How did COc1cc(C2C3=C(CC(C)(C)CC3=O)Nc3ccccc3N2C(=O)C(F)(F)F)cc(OC)c1OC (stereo not given) do in these assays?
TEAD-YAP inh: -10; FBW7 act: -0.1; GPR151 ag: -1.0; MITF inh: -3

Results for O=C(C(O)c1ccc(Br)cc1)N1CCN(c2ccc3cnccc3c2)CC1 (stereo not given) ?
TEAD-YAP inh: 0; FBW7 act: 0.3; GPR151 ag: -0.6; MITF inh: 9

How did COc1cc(C(=O)N2CCN(c3ccc(-n4nc(C)c(C)c4C)nn3)CC2)cc(OC)c1OC do in these assays?
TEAD-YAP inh: 8; FBW7 act: 0.0; GPR151 ag: -0.6; MITF inh: 2

What do the screens show for `O=C(Nc1ccccc1[N+](=O)[O-])c1ncn[nH]1`?
TEAD-YAP inh: -8; FBW7 act: -2.7; GPR151 ag: -0.2; MITF inh: 37

Results for COc1ccc(-c2nnc(SCc3ccc(Cl)cc3)n2N)cc1 ?
TEAD-YAP inh: 2; FBW7 act: 0.1; GPR151 ag: -0.6; MITF inh: 10

What do the screens show for `COC(=O)c1ccccc1NC(=O)CSc1nc2ccsc2c(=O)n1CCCC(=O)NCCc1ccc(S(N)(=O)=O)cc1`?
TEAD-YAP inh: 3; FBW7 act: -0.1; GPR151 ag: 1.0; MITF inh: -8

Results for O=C(NCc1cccnc1)c1cnc(NCc2ccc3c(c2)OCO3)s1 ?
TEAD-YAP inh: -16; FBW7 act: 0.3; GPR151 ag: -2.3; MITF inh: 11

How did O=C1c2ccccc2C(=O)N1/N=C/c1c(O)n(Cc2ccccc2)c(=O)c2ccccc12 do in these assays?
TEAD-YAP inh: 2; FBW7 act: 0.6; GPR151 ag: -1.3; MITF inh: 4

How did O=C(Oc1ccccc1N1C(=O)C2CCCCC2C1=O)c1ccc(Cl)cc1 (stereo not given) do in these assays?
TEAD-YAP inh: -5; FBW7 act: -0.1; GPR151 ag: -0.4; MITF inh: -8

How did C/C(=C\c1ccco1)CN1CCOc2ccc(C(O)c3cccnc3)cc2C1 (stereo not given) do in these assays?
TEAD-YAP inh: -5; FBW7 act: -0.2; GPR151 ag: -1.6; MITF inh: -7

How did O=C(Nc1ccc2oc(-c3cccc(I)c3)nc2c1)c1ccc(Cl)c([N+](=O)[O-])c1 do in these assays?
TEAD-YAP inh: 5; FBW7 act: 0.1; GPR151 ag: -0.6; MITF inh: 6

Results for Cc1c(Cl)cccc1NC(=O)CCN1CCOCC1 ?
TEAD-YAP inh: -6; FBW7 act: -0.5; GPR151 ag: 0.7; MITF inh: 0

What do the screens show for `CC1=C(C(N)=O)C(c2cccc([N+](=O)[O-])c2)n2ncnc2N1` (stereo not given)?
TEAD-YAP inh: 5; FBW7 act: -0.1; GPR151 ag: 0.1; MITF inh: -7

What do the screens show for `CCCn1c(C23CC4CC(CC(C4)C2)C3)cn2c3c(=O)n(C)c(=O)n(C)c3nc12`?
TEAD-YAP inh: 5; FBW7 act: 0.1; GPR151 ag: 0.5; MITF inh: 11

How did O=C(CSc1cccc[n+]1[O-])NCc1ccc(Cl)cc1 do in these assays?
TEAD-YAP inh: -10; FBW7 act: 0.1; GPR151 ag: 1.7; MITF inh: 4

Results for CC(=O)Nc1cccc(NC(=O)COc2cccc(C)c2)c1 ?
TEAD-YAP inh: -15; FBW7 act: 0.1; GPR151 ag: 0.6; MITF inh: -7

What do the screens show for `NCC(c1ccco1)c1c[nH]c2ccccc12` (stereo not given)?
TEAD-YAP inh: 10; FBW7 act: 0.4; GPR151 ag: -0.3; MITF inh: 15

Results for CCOc1ccc(OCC)c(NS(=O)(=O)c2cc(Br)cnc2N)c1 ?
TEAD-YAP inh: -9; FBW7 act: 0.1; GPR151 ag: 0.4; MITF inh: -5

How did Cc1cc(-c2ccc(N(C)C)cc2)c(C#N)c(=S)[nH]1 do in these assays?
TEAD-YAP inh: 7; FBW7 act: 0.3; GPR151 ag: 0.9; MITF inh: 15

What do the screens show for `COc1cc(S(=O)(=O)NC2CC(C)(C)NC(C)(C)C2)ccc1Cl`?
TEAD-YAP inh: 11; FBW7 act: 0.0; GPR151 ag: 0.2; MITF inh: 5

Results for Cc1cccc(N(CC(=O)Nc2cccc(Cl)c2)S(=O)(=O)c2ccccc2)c1C ?
TEAD-YAP inh: -1; FBW7 act: -0.1; GPR151 ag: 2.1; MITF inh: 12

Results for Cc1csc(SC(C)C(=O)Nc2ccc(Cl)cc2)n1 (stereo not given) ?
TEAD-YAP inh: 3; FBW7 act: -0.1; GPR151 ag: -1.1; MITF inh: -6

How did CCOc1ccc(C(=O)Nc2nnc(CC)s2)cc1[N+](=O)[O-] do in these assays?
TEAD-YAP inh: 9; FBW7 act: 0.1; GPR151 ag: 7.7*; MITF inh: 6

How did C=CCn1c(C)cn2c3c(=O)n(CCOC)c(=O)n(C)c3nc12 do in these assays?
TEAD-YAP inh: 6; FBW7 act: -0.1; GPR151 ag: 0.2; MITF inh: -13

How did O=[N+]([O-])c1ccccc1N/N=C/c1cccnc1 do in these assays?
TEAD-YAP inh: -31; FBW7 act: 0.1; GPR151 ag: -0.9; MITF inh: 6

What do the screens show for `O=[N+]([O-])C1C(c2ccccc2)=NOC1c1ccc(Br)cc1` (stereo not given)?
TEAD-YAP inh: -24; FBW7 act: 1.5; GPR151 ag: 0.2; MITF inh: 11

Results for N=C1SC2CS(=O)(=O)CC2N1/N=C/c1ccccc1 (stereo not given) ?
TEAD-YAP inh: -4; FBW7 act: 0.3; GPR151 ag: -0.7; MITF inh: 3

How did CCOC(=O)c1c(CN2CCOCC2)oc2ccc(OC(C)=O)cc12 do in these assays?
TEAD-YAP inh: 0; FBW7 act: 0.2; GPR151 ag: -0.6; MITF inh: -3

How did O=C(NC1CCCCC1)C(c1ccncc1)N(Cc1ccc(F)cc1)C(=O)C(F)(F)F (stereo not given) do in these assays?
TEAD-YAP inh: 3; FBW7 act: -0.1; GPR151 ag: 0.3; MITF inh: -2

What do the screens show for `O=C(CSc1nc2ccsc2c(=O)n1Cc1ccccc1F)NCc1ccccc1Cl`?
TEAD-YAP inh: 5; FBW7 act: 0.1; GPR151 ag: -0.6; MITF inh: -4

How did CC(C)N1C(=O)/C(=C2/C(=O)N(CC(=O)Nc3ccccc3)c3ccccc32)SC1=S do in these assays?
TEAD-YAP inh: 0; FBW7 act: 0.5; GPR151 ag: -1.1; MITF inh: 11

Results for OCCCNc1ncnc2c1cnn2-c1ccc(Cl)cc1 ?
TEAD-YAP inh: 5; FBW7 act: -0.1; GPR151 ag: 0.5; MITF inh: -1

What do the screens show for `CCC(CC)C(=O)Nc1cc(C)nn1-c1nc2c(cnn2-c2cccc(C)c2)c(=O)[nH]1`?
TEAD-YAP inh: 13; FBW7 act: 0.0; GPR151 ag: -1.2; MITF inh: 15

Results for Cc1ccc2nc(-c3ccc(C)c(NC(=O)c4ccc([N+](=O)[O-])o4)c3)oc2c1 ?
TEAD-YAP inh: -34; FBW7 act: 0.1; GPR151 ag: -0.6; MITF inh: 20

What do the screens show for `CC(C)(C)c1ccc(OCC(=O)Nc2sc3c(c2C(N)=O)CCC3)cc1`?
TEAD-YAP inh: 1; FBW7 act: -0.1; GPR151 ag: -0.7; MITF inh: 8

How did O=C(NCCN1CCOCC1)c1ccc2nc(Nc3ncccn3)sc2c1 do in these assays?
TEAD-YAP inh: -2; FBW7 act: 0.0; GPR151 ag: -2.9; MITF inh: 5

What do the screens show for `COc1ccccc1N1CCN(C(=O)c2ccc([N+](=O)[O-])s2)CC1`?
TEAD-YAP inh: 2; FBW7 act: -0.1; GPR151 ag: 0.6; MITF inh: -8

What do the screens show for `CCC1=NN2C(=N)/C(=C/c3cc(Br)c(OCCOc4ccc(C(C)CC)cc4)c(OC)c3)C(=O)N=C2S1` (stereo not given)?
TEAD-YAP inh: -7; FBW7 act: -0.1; GPR151 ag: 1.4; MITF inh: -7

How did Cc1onc(-c2ccccc2Cl)c1C(=O)Nc1ccc2c(c1)OCO2 do in these assays?
TEAD-YAP inh: -4; FBW7 act: 0.0; GPR151 ag: -0.7; MITF inh: 1

What do the screens show for `CCCOc1ccc(N2CC(C(=O)Nc3ccc(Cl)cc3Cl)CC2=O)cc1` (stereo not given)?
TEAD-YAP inh: 4; FBW7 act: 0.0; GPR151 ag: -1.7; MITF inh: 14

How did CC12c3ccccc3C(c3ccccc31)C1C(=O)N(c3ccc(Br)cc3[N+](=O)[O-])C(=O)C12 (stereo not given) do in these assays?
TEAD-YAP inh: 6; FBW7 act: 0.3; GPR151 ag: -0.6; MITF inh: 22

What do the screens show for `c1ccc(C(c2ccccc2)c2noc(C3CCNCC3)n2)cc1`?
TEAD-YAP inh: -5; FBW7 act: -0.1; GPR151 ag: 6.9*; MITF inh: 8
